Yeast superoxide = caloric restriction mimetics inhibiting age-related superoxide in yeast; S. cerevisiae aged cells, superoxide DHE fluorescence; hits give low values; superoxide response (% of plate mean), % at 10 µM; 0.18% of 330,000 active; AID 2690;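 active = superoxide response under a set limit, about three screen SD below normal, cut at about 65% in these data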;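 note: yeast aged for seven days with compound at 30 °C before DHE staining; 100% = average MFI of all compound-treated wells on the plate with controls excluded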
JMJD2C inh = blocks human GASC-1 demethylase activity; Q9H3R0; inhibition, % at 2.35 µM; 0.069% of 330,000 active; AID 2099; GST-JMJD2C(1-420) H3K9me3 demethylation, DELFIA europium;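 active = more than half of a compound's replicate wells show inhibition beyond 50%, single wells judged on their own value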;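 note: signal counts dimethyl H3K9 product captured on neutravidin plate; 0% = median of DMSO wells and 100% = 0.3 times that DMSO median; strong numbers were not always called active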
Target sequence (Q9H3R0 1-420 limits assumed): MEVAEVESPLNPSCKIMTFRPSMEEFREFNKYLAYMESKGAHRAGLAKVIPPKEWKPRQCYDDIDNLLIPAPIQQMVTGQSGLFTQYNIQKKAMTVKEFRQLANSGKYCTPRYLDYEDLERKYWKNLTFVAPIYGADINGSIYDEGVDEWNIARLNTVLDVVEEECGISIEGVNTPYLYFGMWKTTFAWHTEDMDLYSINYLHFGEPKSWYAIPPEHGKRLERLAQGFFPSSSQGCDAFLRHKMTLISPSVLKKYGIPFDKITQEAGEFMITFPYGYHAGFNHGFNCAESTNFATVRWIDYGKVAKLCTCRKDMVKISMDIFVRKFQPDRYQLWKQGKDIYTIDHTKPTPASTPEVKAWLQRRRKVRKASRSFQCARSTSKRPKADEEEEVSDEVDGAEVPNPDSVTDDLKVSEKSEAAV
HCV core dimer = blocks dimerization of HCV core protein; TR-FRET GST/Flag-core106 dimerization, 1536-well; inhibition, % at 5 µM; 0.33% of 300,000 active; AID 1899;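 active = inhibition above the mean of all tested compounds plus 3 SD, set per screening campaign, cut at about 45% in these data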
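assay system = GST-tagged and Flag-tagged HCV core protein residues 1-106 | controls = unlabelled core106 and no-GST-core106 wells | incubation = compound-protein-antibody incubation 4 h at 22.5 °C | probe or stimulus = Eu donor and XL665 acceptor anti-tag antibodies | read-out = % inhibition based on acceptor/donor emission ratio | signal = TR-FRET 671 and 617 nm emission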
Fh CTSL1 inh = blocks F. hepatica cathepsin L1 in PFM18AAP counter-screen | recombinant F. hepatica cathepsin L1, Z-Leu-Arg-MCA fluorescence | 0.49% of 300,000 active | inhibition, % at 5.96 µM | AID 1906;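 active = inhibition above the mean of all tested compounds plus 3 SD, set per screening campaign, cut at about 17% in these data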;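 note: 0% = plate median of test compound wells and 100% = 1 µM Z-Phe-Ala-diazomethylketone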
TPT1 inhibitor = C. albicans TPT1 enzyme inhibition; recombinant caTPT1, FP RNA substrate dephosphorylation; AID 1962; inhibition, % at 5 µM; 0.81% of 300,000 active;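 active = inhibition above the mean of all tested compounds plus 3 SD, set per screening campaign, cut at about 24% in these data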;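 note: plate controls were DMSO alone for no effect and ferristatin control at 100 nM for full effect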
ZTA DNA inh = ZTA (EBV) inhibition in EBNA-1 counter-screen; P03206; ZTA-DNA binding, fluorescence polarization; inhibition, % at 11 µM; 0.15% of 320,000 active; AID 2234; in the data active = inhibition above about 33%
Target sequence (P03206 whole entry, looked up): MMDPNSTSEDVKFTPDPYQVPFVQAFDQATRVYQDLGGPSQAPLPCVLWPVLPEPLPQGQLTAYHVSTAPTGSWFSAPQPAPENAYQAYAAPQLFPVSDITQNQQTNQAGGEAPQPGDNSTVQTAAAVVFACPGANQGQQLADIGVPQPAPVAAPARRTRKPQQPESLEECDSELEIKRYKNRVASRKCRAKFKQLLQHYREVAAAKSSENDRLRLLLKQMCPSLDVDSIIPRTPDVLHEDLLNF
PP5 inh = PP5 (human) phosphatase inhibition | P53041 | purified PP5c, OMFP substrate fluorescence | inhibition, % at 6.7 µM | 0.18% of 320,000 active | AID 1987;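 active = inhibition above the campaign's mean inhibition across all tested compounds plus 3 SD, cut at about 9.5% in these data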;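 note: 0% = DMSO only and 100% = 100 µM cantharidin control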
EBNA-1 inhibitor = blocks EBNA-1 binding to DNA; 0.34% of 300,000 active; inhibition, % at 14.8 µM; AID 1950; EBNA-1 DNA binding, fluorescence polarization; in the data active = inhibition above about 28%
PP1 inh = blocks human PP1-alpha phosphatase, a PP5 counter-screen; P62136; purified PP1alpha, OMFP fluorescence; inhibition, % at 6.7 µM; 0.9% of 320,000 active;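 active = inhibition above the mean inhibition of all tested compounds plus 3 SD, computed separately for each screening campaign, cut at about 15% in these data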
Target sequence (P62136 whole entry, looked up): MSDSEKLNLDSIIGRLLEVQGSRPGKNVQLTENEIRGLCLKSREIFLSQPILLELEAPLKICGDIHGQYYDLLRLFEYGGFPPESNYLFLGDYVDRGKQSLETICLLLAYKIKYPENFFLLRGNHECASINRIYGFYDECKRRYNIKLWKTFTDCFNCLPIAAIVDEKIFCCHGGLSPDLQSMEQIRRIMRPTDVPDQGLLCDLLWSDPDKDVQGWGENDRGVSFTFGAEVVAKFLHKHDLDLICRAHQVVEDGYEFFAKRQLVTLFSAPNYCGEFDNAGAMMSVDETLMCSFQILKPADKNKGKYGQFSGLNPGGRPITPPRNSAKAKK
* = called active by the depositor; x = not tested or not shown; + = active, no number; & = joins results of further samples.

SMILES	Yeast superoxide	JMJD2C inh	HCV core dimer	Fh CTSL1 inh	TPT1 inhibitor	ZTA DNA inh	PP5 inh	EBNA-1 inhibitor	PP1 inh
COc1ccc(CN(C)CC(=O)NC(C)c2ccccc2)c(OC)c1 (stereo not drawn)	104.7	22.6	-1.2	8.7	98.7*	9.0	-0.7	-5.8	-4.8
Oc1ccc(Br)cc1Cn1nnc2ccccc21	116.7	8.0	-3.0	-2.5	-1.5	-5.5	2.2	-4.3	-0.1
COc1ccc(NC(=O)Nc2cccc(NC(C)=O)c2)c(OC)c1	88.5	-4.7	-7.8	1.6	2.6	4.2	0.6	-1.2	-5.8
CN(C)S(=O)(=O)c1cccc(-c2nn(-c3ccccc3)cc2/C=C2\SC(=S)NC2=O)c1	110.7	9.4	52.5*	3.3	74.7*	19.9	3.7	6.1	16.6*
O=S(=O)(ON(c1ccccc1)S(=O)(=O)c1ccccc1)c1ccccc1	100.2	-4.4	0.4	-2.9	1.8	8.6	2.3	10.7	0.3
COc1cc(/C=C/C(=O)OC(C)C(=O)Nc2c(C)n(C)n(-c3ccccc3)c2=O)ccc1O (stereo not drawn)	95.8	6.7	-2.6	-2.6	-3.1	2.8	-2.0	-3.4	-6.3
CCCNC(=O)c1csc2c1CCCCC2	110.5	2.2	-0.5	-4.5	-5.9	-3.5	2.2	-9.4	2.0
C/C(N)=N\S(=O)(=O)c1ccc(Cl)cc1	97.5	10.1	2.5	2.8	4.6	12.9	-1.6	4.8	0.7
CC(C)(C)c1ccc(C(=O)NC(=S)Nc2nc3c(s2)CCCC3)cc1	126.4	-4.7	7.2	3.4	-0.6	-3.9	0.7	-10.2	-4.1
Cc1ccc(NC(=O)COc2cccc3c2OC(C)(C)C3)c(O)c1	75.9	-2.4	x	x	x	-1.5	0.1	x	0.9
N#C/C(=C\c1ccc(N2CCOCC2)o1)C(=O)NCCc1ccccc1	96.7	-40.2	-19.3	4.6	+	3.9	3.4	3.7	0.2
CC(=O)Nc1ccc(S(=O)(=O)NCc2ccc3[nH]c(C)cc3c2)cc1	85.9	8.7	-2.0	-3.3	-4.5	1.9	1.0	1.5	-6.5
Cc1cc(C)c2c(=O)[nH]c(SCC(=O)c3ccc(F)c(C)c3)nc2n1	97.3	12.2	38.0	-2.1	8.3	-5.5	-0.5	-3.3	-2.9
Cc1nn(C(=O)CN2C(=O)c3ccccc3C2=O)c(C)c1Br	108.1	22.3	4.0	6.2	-0.8	3.7	1.2	-7.0	-2.5
COc1ccc(OC)c(/C=N/N(C)c2ccccc2)c1	93.3	-1.2	-18.6	1.9	-3.8	0.9	2.8	-6.4	-3.1
O=C(Nc1ccc2c(c1)OCO2)C1CCCN1C(=O)Nc1ccccc1F (stereo not drawn)	102.3	-6.4&2.1	2.4	-1.9	-0.5	-2.2	1.8	4.9	-1.4
COc1ccc(OCCC(=O)N2CCOCC2)cc1	94.5	9.8	-0.7	3.0	1.4	4.6	-2.4	0.7	-3.8
COc1ccc(NC(=O)CSc2nnc(-c3ccoc3C)n2CCc2ccccc2)cc1	102.3	2.7	7.2	8.3	-6.6	-20.8	-0.5	5.9	2.0
COc1ccc(-c2cn(Cc3ccc4c(c3)C(=O)c3ccccc3C4=O)nn2)cc1	113.5	-0.1	5.5	-3.7	0.8	-4.3	3.2	-1.8	2.4
O=C(Nc1ccc(O)c(-c2nc3ccccc3o2)c1)C1(c2ccc([N+](=O)[O-])cc2)CCCC1	94.5	2.4	21.3	5.2	0.7	3.5	3.0	-3.1	2.9
O=C(NC1CCCCC1)C(=S)NC1CCCCC1	90.1	4.4	1.5	-5.0	-0.9	7.7	-0.2	-4.7	-3.3
CCOC(=O)c1ccccc1OCc1cc(/C=N/n2cnnc2)ccc1OC	89.3	-9.7	2.1	-3.2	0.9	-0.6	1.7	4.0	-1.0
CC12CCC(=O)N1C(C(=O)Nc1nc(-c3ccccc3Cl)cs1)CS2 (stereo not drawn)	110.5	7.6	4.5	-0.6	-4.2	12.4	4.0	-2.0	2.4
COc1cc(OC)nc(NC(C)=O)n1	79.9	2.4	-2.6	-2.2	-1.9	0.4	1.7	6.5	-0.8
CCn1c2ccccc2c2cc(NC(=O)c3ccc([N+](=O)[O-])cc3)ccc21	92.5	-4.9	27.0	-1.1	-3.5	-2.6	0.4	-0.3	0.9
O=C(COC(=O)c1c(F)cccc1Cl)NC(=O)Nc1ccc2c(c1)OCCO2	101.4	7.2	x	x	x	14.2	-1.6	x	-0.7
CC1Cc2cc(S(=O)(=O)NCc3ccccc3)ccc2N1C(=O)C1CC1 (stereo not drawn)	65.6	4.7	3.0	2.2	-1.5	0.9	-0.2	-4.2	-1.9
c1ccc(CSc2nnc(-c3ccccc3)c(-c3ccccc3)n2)cc1	93.0	23.6	-2.6	-2.3	3.8	-12.2	-0.1	0.5	-1.5
COc1ccccc1NC(=O)C(C)OC(=O)/C=C/c1ccc2ccccc2n1 (stereo not drawn)	103.5	10.8	2.1	-6.9	0.6	-2.4	-1.7	-2.7	-8.5
CCCn1c(C)cc(=O)c2cc(NC(=O)c3ccccn3)ccc21	97.1	-7.2	3.9	-2.0	1.3	-6.1	-0.4	1.4	1.1
O=c1cc(NC2CCCCC2)c2ccccc2o1	83.9	-12.1	-1.5	0.6	1.0	5.5	0.2	3.7	-0.8
CC(=O)NC(=S)Nc1ccccc1N1CCN(C(=O)c2ccccc2)CC1	97.8	7.9	-0.2	-2.6	-0.5	2.8	1.8	8.1	2.2
CNC(=O)N/N=C(\N)c1ccccn1	97.5	4.3	0.8	0.1	-1.1	-1.8	-1.6	-4.8	-2.9
Cc1ccc(OC(=O)c2ccc(C)c(C)c2)cn1	81.2	141.4	-2.0	-2.5	-8.1	-31.3	2.1	-12.5	2.9
O=C(NNC(=S)NC(=O)c1cccnc1)c1ccc(F)cc1	112.0	-3.0	0.1	-1.4	-0.1	0.0	0.0	-4.5	-5.1
COc1ccc2oc(C(=O)OCC(=O)NCC3CCCO3)c(C)c2c1 (stereo not drawn)	106.6	4.7	2.9	-0.7	-2.7	-4.7	-2.1	-0.3	-6.2
CCOc1ccc(C(=O)/C=C/c2cc(OC)c(OC)c(OC)c2)cc1	101.3	0.4	2.0	3.7	0.1	9.6	0.6	4.5	-4.5
COc1ccc(S(=O)(=O)N2CCCOC2CNC(=O)C(=O)NCCCn2ccnc2)cc1 (stereo not drawn)	71.6	8.0	-5.0	-0.7	-4.0	3.3	0.3	0.2	-2.0
COC(=O)C[C@H]1c2ccccc2S(=O)(=O)N1C(C)C	97.9	-8.3	-0.8	-2.5	-1.5	13.1	0.6	6.6	3.5
CCOC(=O)c1c(-c2ccc(F)cc2)csc1/N=C/N(C)C	94.4	-28.1	-3.3	1.2	-3.0	-5.8	0.8	10.5	-4.7

Sorted by formula weight (smallest number first): part of the list above
SMILES	Yeast superoxide	JMJD2C inh	HCV core dimer	Fh CTSL1 inh	TPT1 inhibitor	ZTA DNA inh	PP5 inh	EBNA-1 inhibitor	PP1 inh
CCOC(=O)c1c(-c2ccc(F)cc2)csc1/N=C/N(C)C	94.4	-28.1	-3.3	1.2	-3.0	-5.8	0.8	10.5	-4.7
CC(=O)NC(=S)Nc1ccccc1N1CCN(C(=O)c2ccccc2)CC1	97.8	7.9	-0.2	-2.6	-0.5	2.8	1.8	8.1	2.2
COc1ccc(S(=O)(=O)N2CCCOC2CNC(=O)C(=O)NCCCn2ccnc2)cc1 (stereo not drawn)	71.6	8.0	-5.0	-0.7	-4.0	3.3	0.3	0.2	-2.0

Next section.
SMILES	Yeast superoxide	JMJD2C inh	HCV core dimer	Fh CTSL1 inh	TPT1 inhibitor	ZTA DNA inh	PP5 inh	EBNA-1 inhibitor	PP1 inh
Cc1ccc(Cn2cccc(NC(=O)CCC3CCCC3)c2=O)cc1	96.3	13.1	3.5	2.8	2.4	0.9	-0.3	-13.1	5.1
CC1=C(C#N)CCC(=O)N1Cc1c(C)cc(C)cc1C	103.3	0.2	4.2	-2.0	-5.1	11.2	-2.0	4.5	-1.3
CCC(=O)N1CCc2cc(S(=O)(=O)CCC(=O)NCc3ccco3)ccc21	123.9	4.1	-3.0	-1.0	1.0	-6.9	3.1	-0.7	-3.1
O=C(c1cc(-c2ccccn2)nc2ccc(Cl)cc12)N1CCN(CCc2ccccc2)CC1	85.3	-13.8	6.4	3.4	0.8	-2.0	-1.4	5.6	-1.7
CS(=O)(=O)N(CC(=O)NCc1ccccc1)Cc1ccc(Cl)cc1	88.2	0.9	-2.5	-4.1	-1.4	0.0	2.4	-4.6	1.0
CC1CCCC(NC(=O)COC(=O)c2cccnc2Cl)C1C (stereo not drawn)	93.4	3.4	x	x	x	-15.3	1.6	x	-2.8
COc1cc(OC)cc(-c2nc3ccccc3s2)c1	112.6	-1.3	-0.3	-10.0	-0.5	4.7	0.7	-1.6	1.6
COC(=O)c1cc(S(=O)(=O)N2CCCC(C)C2)cn1C (stereo not drawn)	80.8	-12.5	2.1	-0.9	-2.9	1.4	-0.2	-7.8	-4.7
O=C(Nc1ccccc1)C1CC2CCC1C2 (stereo not drawn)	104.8	22.9	-10.8	1.1	-0.5	-6.0	-3.9	-2.9	0.7
COc1ccc(C2c3ccc4ccccc4c3Oc3ncn(Cc4ccco4)c(=N)c32)cc1OC (stereo not drawn)	86.2	-14.9	11.2	1.8	0.7	-0.6	0.9	7.5	6.3
Cc1ccn(CC(=O)N2CCCC(Nc3ccc(F)c(F)c3)C2)n1 (stereo not drawn)	96.8	-15.9	-7.6	-0.4	-2.2	-2.6	-1.7	2.6	-5.1
COCCSc1nnc(NC(=O)c2ccco2)s1	105.1	11.8	-5.2	1.3	-1.0	16.1	-0.5	5.2	-2.3
Cn1c(SCC2CCCO2)nnc1-c1ccc([N+](=O)[O-])cc1 (stereo not drawn)	94.6	-1.5	-0.6	3.5	-3.0	5.7	-0.4	5.6	11.3
COc1ccc(S(=O)(=O)NCC(=O)N(CC(=O)NCc2ccco2)C2CCCC2)cc1	97.2	-4.6	-5.7	1.9	-0.7	-6.2	3.5	-1.3	-4.0
CCCCC[n+]1ccn(-c2nc3ccccc3nc2[N-]S(=O)(=O)c2ccccc2)c1	97.3	-5.5	-1.9	0.5	-1.8	-20.1	1.4	-5.3	0.9
CC1CN(c2nc(Nc3ccccc3F)nc(N)c2[N+](=O)[O-])CC(C)O1 (stereo not drawn)	96.3	-5.3	-0.9	3.7	-0.9	-1.9	4.8	-13.2	1.4
CC(=O)Nc1ccc(SC[C@H](Cc2ccccc2)N2CC[C@@H](C(C)(C)C)CCC2=O)cc1	88.4	-0.5	x	x	x	-19.6	7.1	x	11.9
CC1CCCCN1C(=O)CN1C(=O)c2ccccc2S1(=O)=O (stereo not drawn)	106.3	-15.7	-1.2	-1.1	0.5	-18.0	1.2	-1.5	-1.4
CC(=O)Nc1ccc(Nc2ccc(S(=O)(=O)C(F)(F)F)cc2[N+](=O)[O-])cc1	113.4	8.8	-2.0	2.7	2.3	-12.4	3.7	9.3	5.3
C=C(C)c1cccc(C(C)(C)NC(=O)N2CCCC(C)C2)c1 (stereo not drawn)	104.4	-1.0	1.8	4.4	-2.0	8.4	-0.1	-9.4	-0.2
CCC1(C)N(O)C(C)(C)C(c2ccc(OC)cc2)=[N+]1[O-] (stereo not drawn)	98.9	1.8	5.1	0.2	-1.6	-4.2	-1.7	-6.4	-4.2
COC(=O)c1sc(NC(=O)c2c(OC)cccc2OC)c(C#N)c1C	105.1	4.6	4.8	-2.5	0.3	9.8	0.8	4.2	3.4
c1ccc(COc2cccc(CNn3cnnc3)c2)cc1	102.1	-7.4	2.0	-1.4	0.4	-11.5	-0.8	9.1	-0.1

High-throughput results (PubChem BioAssay)
